# Screening results deposited in PubChem BioAssay by several laboratories.
# SR-BI DiI-HDL act = enhances SR-BI lipid uptake from DiI-HDL; CHO ldlA[mSR-BI] cells, DiI-HDL uptake fluorescence, 3 h; 100 = double the neutral-control signal; 0.096% of 320,000 active; activation, % at 12.5 µM;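 active means mean replicate activation of at least 60% and every replicate at or above 60%; inconclusive means mean or all-replicate condition met, but not both; inactive means mean below 60% and not all replicates reaching 60%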;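 further: 0% = median plate neutral-control signal and 100% = twice that signal; values of inactives mirror those of a sister screen read the other way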
#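 Assay system: LDL receptor-deficient CHO ldlA cells overexpressing murine SR-BI / Medium: BSA-supplemented, HEPES-buffered Ham's F12, pH 7.4 / Probe or stimulus: DiI-labelled HDL at 10 µg/mL final / Timing: compound with DiI-HDL co-incubation, 3 h at 37 °C / Technique: bottom-read cell fluorescence after medium removal, ex 550/em 595 nm / Measure: HDL uptake via cellular fluorescence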
# dFosB act = activators of mouse delta FosB homodimer; AID 493131; activation, % at 25 µM; 0.99% of 340,000 active; purified delta FosB, TAMRA-CDK5 oligo fluorescence polarization; percent of positive-control signal above neutral wells; P13346;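 active means mean activation above about 17%, with every replicate also reaching it, limit read from the data, passing the limit was not always enough; inconclusive means only one of the two conditions met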;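 further: fluorescence polarization rise as delta FosB binds a TAMRA Cdk5 AP-1 oligo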
# SR-BI HDL uptake = mouse SR-BI HDL lipid transfer inhibition | Q61009 | ldlA[mSR-BI] CHO cells, DiI-HDL uptake fluorescence, 3 h | inhibition, % at 12.5 µM | 0.96% of 320,000 active | AID 488896;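 active means mean replicate inhibition of at least 70% and a set share of replicates each scoring 70 or more; inconclusive means meets just one of the two criteria; inactive means fails both criteria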;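 further: 0% = median of neutral control wells and 100% = median of positive control wells; values of inactives mirror those of a sister screen read the other way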
# CDK5 p35 inh = CDK5/p35 (human) kinase inhibition. 0.01% of 330,000 active. Recombinant CDK5/p35, ADP-Glo luminescence, 60 min. inhibition, % at 10 µM. AID 488839;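 active means highest replicate inhibition of at least 50% and at least 75% of replicates reaching 50%; inconclusive means only one of the two criteria met; inactive means both criteria failed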;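 further: plate controls were DMSO neutral control for no effect and GW8510 at 10 µM for full effect; many of its hits are not listed in these tables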
# Arr AP2 block = human beta-arrestin and AP2 interaction inhibition | FITC-arrestin peptide / GST-AP2 beads, flow cytometry; AP2 beta2 appendage carries R879A mutation | inhibition, % at 10 µM | AID 504490 | 0.31% of 340,000 active;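 active means inhibition above a set limit, near 3 SD of compounds lacking own fluorescence, cut at about 54% in these data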;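 further: plate controls were DMSO wells for no effect and 5 µM unlabelled arrestin peptide for full effect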
#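 system = GST-tagged AP2 beta2-adaptin appendage (R879A) on 4 µm glutathione beads | reagent = FITC-labelled arrestin peptide probe, 50 nM final | schedule = compound with beads 12 min RT, then probe 1 h RT | signal = HyperCyt-sampled flow cytometry, FL1 channel, ex 488/em 535 nm | read-out = percent response from loss of bead-bound FITC fluorescence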
# PKA-R1A activ = PKA-R1A complex activation; PKA-R1A dissociation, Cy5-IP20 fluorescence polarization; scaled: DMSO 0%, 113 µM cGMP 100%; activation, % at 11.4 µM; 0.083% of 340,000 active;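 active means percent activation above the mean of all tested compounds plus 3 SD, cut at about 19% in these data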;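 further: higher means more PKAc released from R1A so a rise in polarization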
# NSD2 HMT inh = blocks human histone methyltransferase NSD2 | inhibition, % at 12.5 µM | 0.54% of 310,000 active | NSD2 peptide methylation, AlphaScreen, 120 min; in the data active means inhibition above about 50%
# Mot1-301 SUMO = inhibitors of SUMOylation pathway: yeast Mot1-301 growth rescue. S. cerevisiae Mot1-301 growth rescue, ATP luminescence, 38.5C; percent above DMSO median, 100 means doubled. growth rescue, % at 18.8 µM. 1% of 320,000 active. AID 2716;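 active means every valid replicate shows activation above 250% relative to neutral control wells; inactive means the rest, any valid replicate at or below 250%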;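 further: OY570 slx delta 5 strain wells were the positive control but not used for scaling; some compounds called inactive have numbers as strong as hits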
# MITF act = activators of MITF-driven TRPM1 promoter activity in SK-MEL-5 cells. SK-MEL-5 TRPM1-promoter luciferase, 24 h; % of positive control, neutral wells = 0. activation, % at 12.5 µM. 0.75% of 300,000 active;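 active means mean activation of at least 80% with every replicate also reaching 80%; inconclusive means mean reaches 80% but some replicate falls short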;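 further: 0% = neutral control wells and 100% = parthenolide positive control wells; values of inactives mirror those of a sister screen read the other way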
# PKA-R2B activ = activates the human PKA-R2B holoenzyme complex; P22694+P31323; PKA-R2B holoenzyme dissociation, Cy5-IP20 fluorescence polarization; R2B truncated from residue 108, S112A mutant; 0% DMSO only, 100% 113 µM cGMP; activation, % at 11.4 µM; 0.079% of 340,000 active; AID 504700;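 active means activation above a cutoff set at the mean over all compounds plus 3 SD, cut at about 18% in these data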;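 further: higher means more holoenzyme dissociation and a rise in polarization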
# Pemphigus Ab inh = blocks pemphigus antibody binding to human desmoglein-3. P32926. DSG3-coupled beads, scFv-anti-DSG3-GFP binding, flow cytometry; active compounds read low. binding (percent of control), % at 10 µM. 0.48% of 310,000 active;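 active means binding more than 3 SD below its plate's average and above zero; inconclusive means below that plate limit but binding exactly zero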;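 further: hits lower antibody fragment binding to DSG3; some compounds called inactive have numbers as strong as hits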
# Target sequence (P32926 whole entry, looked up, the tested form may be a part): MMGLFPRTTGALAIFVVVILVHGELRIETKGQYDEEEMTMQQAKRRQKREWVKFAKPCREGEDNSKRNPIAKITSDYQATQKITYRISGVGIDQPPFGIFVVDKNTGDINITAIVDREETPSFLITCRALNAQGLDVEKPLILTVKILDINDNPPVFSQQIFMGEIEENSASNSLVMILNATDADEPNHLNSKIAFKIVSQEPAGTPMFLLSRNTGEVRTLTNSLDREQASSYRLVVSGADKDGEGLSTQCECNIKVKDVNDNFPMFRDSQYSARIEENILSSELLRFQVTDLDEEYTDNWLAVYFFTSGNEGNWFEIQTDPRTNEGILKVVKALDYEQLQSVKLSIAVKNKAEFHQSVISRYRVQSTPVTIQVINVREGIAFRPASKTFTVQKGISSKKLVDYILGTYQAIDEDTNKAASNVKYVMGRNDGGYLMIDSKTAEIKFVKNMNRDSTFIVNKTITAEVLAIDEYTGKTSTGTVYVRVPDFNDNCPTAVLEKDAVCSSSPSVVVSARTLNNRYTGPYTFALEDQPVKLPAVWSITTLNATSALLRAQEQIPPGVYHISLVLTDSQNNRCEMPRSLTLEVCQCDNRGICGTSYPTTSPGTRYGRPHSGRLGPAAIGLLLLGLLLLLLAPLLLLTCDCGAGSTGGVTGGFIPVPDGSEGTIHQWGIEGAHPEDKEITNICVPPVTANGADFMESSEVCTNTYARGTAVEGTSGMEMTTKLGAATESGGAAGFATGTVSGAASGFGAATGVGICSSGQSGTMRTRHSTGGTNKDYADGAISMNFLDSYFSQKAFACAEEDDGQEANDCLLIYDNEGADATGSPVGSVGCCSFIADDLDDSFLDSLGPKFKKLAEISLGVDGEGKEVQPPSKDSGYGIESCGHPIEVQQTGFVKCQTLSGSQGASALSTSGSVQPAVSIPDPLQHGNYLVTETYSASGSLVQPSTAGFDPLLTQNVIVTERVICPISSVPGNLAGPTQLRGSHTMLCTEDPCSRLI
# Active calls of the source: *; ? = inconclusive; / = no result given. Rows were taken by chance, and some 4.7% of all compounds hit somewhere here.
SMILES,SR-BI DiI-HDL act,dFosB act,SR-BI HDL uptake,CDK5 p35 inh,Arr AP2 block,PKA-R1A activ,NSD2 HMT inh,Mot1-301 SUMO,MITF act,PKA-R2B activ,Pemphigus Ab inh
O=[N+]([O-])c1cc([N+](=O)[O-])c(Oc2c(Cl)cccc2Cl)cc1NN1CCCCC1,-19,-9,19,-0.9,-1,-4,/,-3,-7,9,94
Cc1ccc(S(=O)(=O)N(CC(=O)N=Nc2c(O)[nH]c3ccccc23)c2ccc(C)c(C)c2)cc1,-16,-8,16,2.3,-3,-3,1,-12,-1,-10,93
COc1ccc(N2CCN(C(=O)c3cccn4c(=O)c5ccccc5nc34)CC2)cc1,-6,-5,6,-4.4,-9,-3,-1,-13,8,-2,111
CC(C)NC(=O)C1CCN(C2CCN(Cc3nc(C(C)C)cs3)CC2)CC1,16,-2,-16,-1.2,-10,-16,-3,100,-3,-4,104
O=C1N[C@@H](Cc2ccccc2)COC(=O)[C@H](Cc2ccc(F)cc2)CC/C=C/C[C@@H]1CC(=O)N(CCO)Cc1ccccc1,-14,-1,14,0.7,7,3,/,64,6,5,100
COCCNC(=O)c1ccc(CSc2nc3ccccc3s2)cc1,10,-9,-10,0.7,52,-10,-1,-1,15,-5,102
OC(CN1CCN(Cc2ccc3c(c2)OCO3)CC1)c1c[nH]c2ccccc12 (configuration not stated),8,-5,-8,0.2,-2,-8,12,/,-12,-2,102
COc1cc(C)ccc1NC(=O)Cc1csc(NC(=O)Nc2ccccc2OC)n1,-72,-3,?,-0.9,-15,-3,-1,178,-27,-11,103
COc1ccccc1N1CCN(C(c2cc3cc(C)ccc3[nH]c2=O)c2nnnn2C2CCCC2)CC1 (configuration not stated),-4,-6,4,-1.3,2,6,9,-11,4,0,95
O=C(NCc1ccco1)c1ccccc1F,21,1,-21,-3.2,-1,-5,3,29,/,6,/
CC(C)c1ccccc1OCC(=O)Nc1nnc(C2CC2)s1,-9,1,9,0.3,-3,6,4,/,8,-9,102
CN=C1c2ccccc2CN1c1cccc(C(=O)OC)c1,-5,0,5,0.0,-1,-6,0,1,8,4,109
CCC(CC)C(=O)NCCc1ccc(OC)cc1,20,0,-20,0.6,7,1,-1,311,7,5,104
C=CCN(c1cccc(C(F)(F)F)c1)S(=O)(=O)c1cccc(C(=O)OCC(=O)NCCC)c1,1,-18,-1,0.7,-1,-17,-1,-2,10,-5,87
Cc1ccc2c(c1)C(SCC(=O)NCCc1ccccc1)CC1(CCCC1)O2 (configuration not stated),-28,-4,28,0.1,11,-8,/,-4,-10,-2,108
NC(=S)NNC(=S)Nc1ccccc1,-27,0,27,5.9,0,-8,2,3,1,10,101
COc1ccc(OC)c(C(C(=O)NC2CCCCC2)N(C(=O)c2snc(C(N)=O)c2N)c2ccccc2OC)c1 (configuration not stated),15,-1,-15,-0.3,-3,9,-12,84,3,5,117
N#CC1(NC(=O)COC(=O)c2ccc(-c3ccc(O)cc3)cc2)CCCCC1,-23,4,23,1.3,35,-1,-1,15,34,0,/
Cn1c(N)c(C(=O)Nc2ccccc2F)sc1=S,-2,3,2,-2.6,28,7,-1,-4,/,-8,107
COc1ccc(S(=O)(=O)N2CCCC2C(=O)Nc2nnc(-c3cccnc3)s2)cc1 (configuration not stated),/,-3,/,3.7,13,6,/,13,-2,5,105
Cc1ccc(O)c(NC(=O)c2noc3c2CCCCC3)c1,6,-11,-6,-1.7,7,-6,-1,-23,25,-2,106
COc1ccc(NC(=O)CN2CCC(NC(=O)C3CCCCC3)CC2)c([N+](=O)[O-])c1,-30,-1,30,-1.7,2,1,-2,4,4,0,94
CN1/C(=C/C(=O)C2CC2)C(C)(C)c2ccccc21,6,6,-6,-2.9,22,4,-2,-4,5,13,102
CNC(=O)Nc1cc(C(F)(F)F)cc(C(F)(F)F)c1,4,-4,-4,0.6,4,-3,-2,302,/,5,106
O=C(O)c1cc(O)c2c(c1)C(=O)c1cc(O)cc(O)c1C2=O,-2,-14,2,3.4,27,-2,/,6,/,-3,103
COc1cc(=O)[nH]c(SCC(=O)Nc2ccc3ccccc3c2)n1,26,15,-26,0.8,12,0,-7,-17,-8,-1,117
O=C(c1cc(-c2cccs2)nc2ccccc12)N1CCN(S(=O)(=O)c2cccc(F)c2)CC1,-3,-2,3,0.8,6,-9,-1,32,-6,-6,105
O=C(NNCc1ccc(O)cc1)c1ccccc1Cl,11,-6,-11,0.9,35,0,-1,-3,37,-4,89
C=CCC[C@@H](Cc1ccc(F)cc1)C(=O)OC[C@H](C)NC(=O)[C@@H](CC=C)CC(=O)N[C@@H](CO)Cc1ccccc1,-60,-2,60,0.8,-4,-4,/,0,-3,-11,106
O=C(Cn1ncc2c([nH]c3ccccc32)c1=O)NCCCN1CCN(c2ccccc2)CC1,16,4,-16,0.8,11,2,-2,7,-6,-3,103
CC1CCN(C(=O)CSc2nnc(CNC(=O)COc3ccc(Cl)cc3)o2)CC1,21,-13,-21,0.1,7,-13,/,-20,/,-8,90
OCCCc1nc2n(n1)C(c1ccccc1Cl)C=C(c1cccs1)N2 (configuration not stated),7,2,-7,1.1,3,-6,/,-15,7,5,102
CCc1nnc(NC(=O)CSc2nnc(-c3ccccc3O)n2CC)s1,21,-4,-21,-0.4,2,7,3,/,5,8,97
COc1ccc(-c2cc3c(=O)n(CC(=O)NCc4ccc(F)cc4)ncn3n2)cc1,-8,101*,8,0.6,2,4,/,-1,/,-6,101
CCOC(=O)c1cc2nc(Nc3ccc(OC)cc3)sc2s1,-72,-2,72*,1.4,5,-5,-1,-8,24,-5,112
COc1ccc(NC(=O)CN(C)C(=O)c2cc(C)on2)cc1,0,7,0,-1.2,22,4,-3,678*,-2,3,106
Cc1ccc2c(c1)NC(=O)C(CC(=O)NCCCN1CCN(c3cc(C)ccc3C)CC1)O2 (configuration not stated),-29,4,29,2.8,15,-8,/,1,2,-3,110
O=c1oc(Cc2ccccc2)nc2ccccc12,/,-1,/,0.2,6,-8,10,41,4,-1,98
COCCSc1nnc(NC(=O)C2CC(=O)N(C3CCCC3)C2)s1 (configuration not stated),29,1,-29,0.1,16,-9,4,253,5,-12,99
COC(=O)c1c(-c2c(Cl)cccc2Cl)noc1NC(=O)NN1CCOCC1,-5,2,5,1.8,6,-3,-1,-7,/,0,/
Cn1cnnc1SCC(=O)Nc1ccccc1C(=O)NC1CC1,24,3,-24,1.7,19,-8,23,-8,-4,-5,105
C/C(=N\OCC(=O)OCC(=O)NCc1ccccc1)c1ccc2c(c1)OCO2,23,-6,-23,0.4,6,-1,1,2,-3,-8,116
c1ccc(-c2cn3nc4c(nc3n2)CCCC4)cc1,10,-9,-10,3.1,-1,-13,-1,-11,-73,7,106
Cc1ccc(S(=O)(=O)NCc2nc3nc(C)cc(C)n3n2)c(C)c1,2,-1,-2,-2.1,-2,7,/,-15,/,7,113
CC(OC(=O)CNC(=O)c1ccc2ccccc2c1)C(=O)N(C)C1CCCCC1 (configuration not stated),4,-13,-4,1.6,7,-2,2,24,-1,14,107
CCCCNC(=O)c1onc(CSc2cccc(OCC)c2)c1C(=O)O,-2,-1,2,2.2,-4,-4,/,239,8,-16,105
CN(CC(=O)Nc1ccccc1Cl)CC(=O)Nc1c(F)cccc1F,8,-1,-8,1.0,-4,1,-4,/,-6,-15,101
O=C(COC(=O)/C=C/c1ccc(Cl)cc1)NCCC1=CCCCC1,14,3,-14,-0.1,6,-4,-1,-20,3,-5,112
CC(OC(=O)Cc1ccccc1[N+](=O)[O-])C(=O)NC(=O)NC1CCCCC1 (configuration not stated),9,-13,-9,-0.1,1,-13,-2,-14,-5,-2,94
N#C/C(=C\c1ccccc1)C(=O)Nc1cccnc1,-16,-12,16,0.0,-2,8,1,-5,-3,3,/
CC(C)N(Cc1nccn1C)C(=O)c1ccc(OC2CCN(C(=O)C3CC3)CC2)cc1,/,-2,/,0.5,-12,2,-3,9,-9,3,91
Cc1ccn2c(-c3csc(NCc4ccco4)n3)c(C)nc2c1,4,-11,-4,-0.1,5,-11,6,19,-5,2,/
NC(=O)CN(c1ccc([N+](=O)[O-])cc1)S(=O)(=O)c1ccccc1,18,-4,-18,0.7,37,-7,1,12,-9,1,97
O=C(Nc1c[nH]c(=O)[nH]c1=O)c1cccc([N+](=O)[O-])c1,-8,-1,8,-3.1,4,1,-1,104,0,9,103
O=C(c1ccc(Cl)c(S(=O)(=O)N2CCCCC2)c1)N1CCN(Cc2ccccc2)CC1,/,-7,35,-0.9,31,10,1,-3,-16,8,113
CC1CCN(c2nnc(N3CCC(C)CC3)c3ccccc23)CC1,-58,0,58,-2.0,1,5,/,989,/,-3,105
Cc1cc(C)c(C(=O)N2CCCC(CNS(=O)(=O)N(C)C)C2)o1 (configuration not stated),3,6,-3,0.6,-4,4,-2,-5,8,11,104
O=C(CCCCCNC(=O)c1ccccc1)N/N=C/c1ccc(O)cc1O,-17,2,17,-0.3,60*,0,-9,-17,17,-1,113
CC(=O)c1ccccc1OCC(O)CN1CCN(CCN2C(=O)c3cccc4cccc(c34)C2=O)CC1 (configuration not stated),-65,10,65,-1.4,10,-4,2,/,6,-2,109
O=C(CCN1CCCCCC1)Nc1ccc(F)c(F)c1,8,2,-8,-1.2,0,2,4,-4,9,3,/
COc1cccc(C(=O)NC(=S)Nc2ccc3[nH]c(=O)[nH]c3c2)c1,/,3,/,-0.9,1,-12,1,1,9,2,114
O=C(CN1CCN(C(=O)c2ccc(-c3nc4ccccc4s3)o2)CC1)Nc1ccc(F)cc1,-27,-30,27,2.1,10,6,1,45,-10,-6,/
C[C@H](CO)N1C[C@H](C)[C@@H](CN(C)C(=O)NC2CCCCC2)Oc2c(NC(=O)C3CC3)cccc2C1=O,-19,-4,19,-4.0,/,-6,/,13,-12,-7,98
